MDM2 E3 inh – Mdm2 E3 ligase (human) inhibition. Q00987. cell-based MDM2 ubiquitination luciferase reporter, 2 h; 0 = plate control, 100 = twice control, blank-subtracted. signal enhancement, % at 5 µM. actives 0.11% (n = 210,000);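 active means signal enhancement of 30% or more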;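 further: luminescence tracks abundance of the self-degrading MDM2-luciferase fusion protein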
Target sequence (Q00987 whole entry, looked up, the tested form may be a part): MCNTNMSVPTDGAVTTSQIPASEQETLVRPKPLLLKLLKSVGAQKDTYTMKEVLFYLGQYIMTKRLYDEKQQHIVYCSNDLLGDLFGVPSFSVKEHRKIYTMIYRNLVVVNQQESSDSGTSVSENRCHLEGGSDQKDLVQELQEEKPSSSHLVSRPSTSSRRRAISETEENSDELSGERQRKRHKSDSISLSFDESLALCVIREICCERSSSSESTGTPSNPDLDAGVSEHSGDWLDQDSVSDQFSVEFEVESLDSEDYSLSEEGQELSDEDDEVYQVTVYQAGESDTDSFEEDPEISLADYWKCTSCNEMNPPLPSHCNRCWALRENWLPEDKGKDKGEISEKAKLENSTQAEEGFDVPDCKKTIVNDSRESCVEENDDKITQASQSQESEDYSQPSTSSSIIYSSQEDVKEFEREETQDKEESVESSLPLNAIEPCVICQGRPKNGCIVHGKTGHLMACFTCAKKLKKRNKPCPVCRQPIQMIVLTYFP
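Material: Stable MDM2–luciferase fusion reporter cells | Amount: 2000 cells seeded into each well | Dosing: One concentration, 5 µM, with 0.2% DMSO | Incubation: 4 h cell settling then 2 h compound exposure, 37 °C | Measured by: Luciferase luminescence | Read-out basis: % enhancement relative to plate controls after blank subtraction | Benchmarks: Control and blank well means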
NPY-Y2 PAM-ag – human NPY-Y2 potentiation or agonism, primary screen | cells expressing NPY-Y2, potentiator/agonist read-out | AID 1359 | P49146 | actives 0.45% (n = 220,000) | activation, % at 3.6 µM; in the data active means activation above about 27%;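 further: cells stimulated with NPY near EC25 plus isoproterenol at EC100; 0% = vehicle plus submaximal agonist and 100% = vehicle plus saturating agonist; some results beyond the cut were filed as inactive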
Wee1 stabilizer – inhibitors of human Wee1 degradation | P30291 | HeLa Luc-Wee1K328M stability, luciferase luminescence; 100% = proteasome inhibitor MG132 effect | reporter increase, % at 5 µM | actives 1.2% (n = 220,000) | AID 1321;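 active means activation above the mean of all tested compounds plus 3 SD, set per screening run, cut at about 8.8% in these data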;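 further: cells exposed to compound for 20 h before luminescence read; 0% = DMSO alone and 100% = MG132 at 30 µM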
Target sequence (P30291 whole entry K328M): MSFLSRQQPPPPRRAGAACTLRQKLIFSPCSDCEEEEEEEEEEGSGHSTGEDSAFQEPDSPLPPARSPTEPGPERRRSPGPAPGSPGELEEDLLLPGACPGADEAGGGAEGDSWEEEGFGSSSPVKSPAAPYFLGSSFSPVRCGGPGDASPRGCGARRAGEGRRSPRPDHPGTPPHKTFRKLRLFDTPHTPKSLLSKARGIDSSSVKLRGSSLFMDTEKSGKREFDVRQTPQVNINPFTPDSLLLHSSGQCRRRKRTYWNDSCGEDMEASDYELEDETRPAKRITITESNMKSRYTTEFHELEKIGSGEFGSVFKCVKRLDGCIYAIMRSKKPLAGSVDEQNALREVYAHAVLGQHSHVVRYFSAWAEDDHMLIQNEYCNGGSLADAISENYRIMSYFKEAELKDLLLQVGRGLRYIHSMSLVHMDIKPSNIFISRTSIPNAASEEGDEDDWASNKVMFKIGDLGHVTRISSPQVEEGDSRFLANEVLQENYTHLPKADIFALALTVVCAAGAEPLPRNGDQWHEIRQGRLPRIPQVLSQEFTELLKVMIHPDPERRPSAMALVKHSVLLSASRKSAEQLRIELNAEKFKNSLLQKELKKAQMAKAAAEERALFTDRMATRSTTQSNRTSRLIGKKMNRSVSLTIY
BaF3 tox – parental Ba/F3 viability inhibition as JAK2V617F counter-screen. CellTiter-Glo ATP luminescence. inhibition, % at 5.6 µM. actives 1.1% (n = 220,000);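 active means inhibition above a per-campaign cutoff, the mean inhibition of all tested compounds plus 3 SD, cut at about 27% in these data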;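 further: 0% = DMSO wells and 100% = JAK Inhibitor I control wells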
S1P4 antagonist – blocks the human S1P4 receptor; O95977; S1P4-expressing cells, antagonist mode, reporter read-out; inhibition, % at 4.98 µM; actives 0.26% (n = 220,000); in the data active means inhibition above about 29%;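 further: 0% = wells stimulated with agonist and 100% = vehicle wells without agonist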
eIF4E 4G PPI – inhibitors of eIF4E and eIF4G interaction in translation initiation. P63073+Q04637. TR-FRET eIF4E-eIF4GI(517-606) binding, 2 h. inhibition, % at 21.7 µM. actives 0.37% (n = 220,000). AID 782;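 active means inhibition above about 30%, limit read from the data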;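 further: 0% = full FRET control wells and 100% = background wells lacking eIF4GI fragment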
PERK inhibitor – human PERK inhibition, primary cell-based screen; Q9NZJ5; CHO PERK-DD fusion, SEAP luminescence translation reporter; inhibition, % at 5.6 µM; actives 0.17% (n = 220,000); AID 1416;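 active means inhibition above the mean inhibition of all tested compounds plus 3 SD, set separately per screening campaign, cut at about 2.9% in these data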;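 further: PERK kinase domain activated by AP20187 dimerizer at 100 nM; 0% = DMSO with dimerizer and 100% = rapamycin at 8.4 µM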
Ba/F3 V617F tox – reduce viability of Ba/F3 cells dependent on JAK2V617F. Ba/F3 EpoR-JAK2V617F viability, ATP luminescence. inhibition, % at 5.6 µM. actives 1.1% (n = 220,000). AID 1446;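 active means inhibition above the campaign mean plus 3 SD over all tested compounds, cut at about 24% in these data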;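 further: cytokine-independent growth of Ba/F3 cells driven by EpoR plus mutant JAK2; 0% = DMSO-treated cells and 100% = JAK inhibitor I control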
S1P4 agonist – activates the human S1P4 receptor | activation, % at 4.98 µM | AID 1509 | S1P4-expressing cell line, agonist reporter assay | actives 0.35% (n = 220,000); in the data active means activation above about 11%;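 further: 0% = DMSO vehicle and 100% = reference agonist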
The depositor's hits bear a star; / = no result given; [ ] = another dose, or the depositor's remark.

item	SMILES	MDM2 E3 inh	NPY-Y2 PAM-ag	Wee1 stabilizer	BaF3 tox	S1P4 antagonist	eIF4E 4G PPI	PERK inhibitor	Ba/F3 V617F tox	S1P4 agonist
1	CN(C)c1ccc(NC(=O)c2cccc(C(=O)Nc3ccc(N(C)C)cc3)n2)cc1	-10	8	2	5	-8	16	-0.9	-4	-2.4
2	O=C(NCC(=O)N(c1ccccc1F)C(C(=O)NCC1CCCO1)c1ccccc1)c1ccco1 (centres undefined)	1	13	-4	-3	11	-7	0.5	-1	-0.2
3	COc1ccc(C(=O)NCc2nnc(SCC(=O)Nc3nc4ccccc4s3)o2)cc1	-9	1	-2	6	7	1	0.3	3	-0.3
4	COc1ncccc1-c1nnn(-c2ccc(Cl)nc2)n1	/	1	9.7*	1	1	0	0.5	0	-0.6
5	CCC1OC23CCCCC2C(C#N)(C(=N)O3)C1(C#N)C#N (centres undefined)	3	-9	-3	-1	-6	7	-0.4	-3	1.8
6	Cn1cc(Cl)c(C(=O)NC(=S)Nc2sc3c(c2C#N)CCCCC3)n1	-10	-8	4	-1	4	-2[fluorescence artefact?]	0.6	-5	-4.0
7	COc1cccc(NC(=O)COC(=O)c2c(F)cccc2F)c1	3	-14	0	0	-23	1[fluorescence artefact?]	0.1	-3	-1.1
8	COc1ccc(OC)c(C(=O)COC(=O)c2ccccc2O)c1	-6	-6	-2	2	3	1	0.2	-3	-3.0
9	COc1ccc(N/C(C)=C/C(=S)Nc2ccccc2)cc1	-1	3	4	3	-18	0[fluorescence artefact?]	0.6	-5	-0.8
10	Cc1ccc2c(C)nc(Nc3nc(CSc4nc5ccccc5[nH]4)cc(=O)[nH]3)nc2c1	-7	-6	-1	6	-25	-5	0.7	-1	2.4

2 of the compounds above, with values under each structure:
Every second line gives: MDM2 E3 inh | NPY-Y2 PAM-ag | Wee1 stabilizer | BaF3 tox | S1P4 antagonist | eIF4E 4G PPI | PERK inhibitor | Ba/F3 V617F tox | S1P4 agonist
[6] Cn1cc(Cl)c(C(=O)NC(=S)Nc2sc3c(c2C#N)CCCCC3)n1
    -10 | -8 | 4 | -1 | 4 | -2[fluorescence artefact?] | 0.6 | -5 | -4.0
[7] COc1cccc(NC(=O)COC(=O)c2c(F)cccc2F)c1
    3 | -14 | 0 | 0 | -23 | 1[fluorescence artefact?] | 0.1 | -3 | -1.1

2 entries drawn at random from the list so far:
item	SMILES	MDM2 E3 inh	NPY-Y2 PAM-ag	Wee1 stabilizer	BaF3 tox	S1P4 antagonist	eIF4E 4G PPI	PERK inhibitor	Ba/F3 V617F tox	S1P4 agonist
5	CCC1OC23CCCCC2C(C#N)(C(=N)O3)C1(C#N)C#N (centres undefined)	3	-9	-3	-1	-6	7	-0.4	-3	1.8
7	COc1cccc(NC(=O)COC(=O)c2c(F)cccc2F)c1	3	-14	0	0	-23	1[fluorescence artefact?]	0.1	-3	-1.1

(next part)
item	SMILES	MDM2 E3 inh	NPY-Y2 PAM-ag	Wee1 stabilizer	BaF3 tox	S1P4 antagonist	eIF4E 4G PPI	PERK inhibitor	Ba/F3 V617F tox	S1P4 agonist
11	O=C(NCc1ccco1)c1cccc(F)c1	3	9	2	4	-1	2[fluorescence artefact?]	1.1	-3	0.2
12	CCOC(=O)C(CC)(CCC(=O)O)c1csc(Nc2ccc(C)cc2)n1 (centres undefined)	-2	-3	-3	1	-13	-4	0.5	-2	0.5
13	CCOC(=O)C(C(=O)Nc1nc2ccccc2s1)C1CCCCC1 (centres undefined)	-15	1	4	6	-2	0	0.4	-2	-1.9
14	COc1ccc(S(=O)(=O)N2CCOCC2)cc1NC(=O)Cc1ccc(Cl)c(Cl)c1	-6	8	2	8	-5	4[fluorescence artefact?]	0.1	0	0.1
15	CC(=O)c1cnc(SCc2ccc(Cl)cc2)nc1C	-4	-8	2	4	-16	1	0.3	2	0.8
16	COc1cccc(C2NC(CC(C)C)(C(=O)O)C3C(=O)N(Cc4ccccc4)C(=O)C23)c1O (centres undefined)	-9	5	7	6	2	2[fluorescence artefact?]	0.7	1	-0.8
17	O=C(CCN1CCCCCC1)c1ccccc1	-6	0	1	2	-5	3	1.3	-2	5.6
18	CCn1c(=O)cc(OCC(=O)N2CCN(C(=O)c3ccco3)CC2)c2ccccc21	6	-5	0	-1	-49	-3[fluorescence artefact?]	-0.2	-4	1.2
19	CCOc1nc(SCCOc2ccc(Cl)cc2Cl)nc(N(C)C)n1	-10	-16	-3	0	-2	2	-0.2	-3	4.7
20	CC(C)NC(=O)CSc1nnc2sc3ccccc3n12	-11	-5	2	0	-17	-1	-0.9	-5	-0.2
21	CNS(=O)(=O)c1cccc(C(=O)Nc2cccnc2)c1	-15	6	11*	2	-12	-4	1.6	-3	-3.8
22	CCCc1nnc(NC(=O)c2cccnc2)s1	-16	4	0	0	-2	5	0.5	-1	1.4
23	CCOc1ccc(C(=O)Nc2ccccc2NC(C)=O)cc1OCC	-8	6	6	4	-9	0	0.1	1	-0.6
24	CCOC(=O)N1CCC(NS(=O)(=O)c2ccc3c(c2)CCN3C(C)=O)CC1	-11	1	2	3	-7	-4	0.2	-4	0.9
25	Cc1ccc(N2CC3=C(C2=O)C(c2ccccc2)NC(=O)N3C)cc1 (centres undefined)	-6	-1	-3	-1	-16	3	0.7	-6	-1.0
26	Cc1cc(C)cc(N=c2c([N+](=O)[O-])nn(-c3cccc(Cl)c3)n2O)c1	-12	8	2	3	-17	-14	-2.2	6	2.2
27	Cc1sc(C(C2C(=O)CC(C)(C)CC2=O)C2C(=O)CC(C)(C)CC2=O)cc1[N+](=O)[O-]	8	-11	-3	11	9	5	1.0	0	0.1
28	COC(=O)c1cc(NC(=O)CC2NCCNC2=O)cc(C(=O)OC)c1 (centres undefined)	-4	1	2	4	-2	-2[fluorescence artefact?]	0.7	1	0.2
29	CCOc1ccc2c(c1)[nH]c(=S)n2C	-2	-17	2	-3	4	7	1.4	-3	0.2
30	Cc1ccc(-n2nnnc2SCC(=O)Nc2ccccc2N2CCCCC2)cc1C	-7	-5	-3	0	-8	-6[fluorescence artefact?]	2.1	-5	-1.6
31	COc1ccc(CCn2c(NCCCN3CCOCC3)nc3c2c(=O)[nH]c(=O)n3C)cc1	1	9	0	0	-7	-1	0.1	-2	0.2
32	COc1ccc2cc(C(=O)O)ccc2c1	-1	-22	0	4	1	-7[fluorescence artefact?]	1.3	-1	-0.2
33	Cc1ccc(/C=C/C(=O)NCc2ccc(S(N)(=O)=O)cc2)o1	-10	10	-3	5	11	0	0.5	-1	12*
34	CCOC(=O)c1c(NC(=S)N2CCCCC2)sc2c1CCN(C(=O)OCC)C2	-18	-48	2	0	3	-3	0.2	2	-1.4
35	COC(=O)c1nc(N)sc1C	-16	-4	-3	6	-2	4	0.0	5	0.3
36	c1ccc(-c2nnc(SCCC3OCCCO3)o2)cc1	-16	-9	2	4	-5	-8	0.8	0	-3.4
37	Cc1cc(/C=C(\C#N)C(=O)Nc2ccccc2F)c(C)[nH]1	-18	7	4	9	14	-5	0.3	0	-2.1
38	CCN1CCN(c2cc(C)c3cc(NC(=S)N4CCOCC4)ccc3n2)CC1	2	-8	0	14	-10	-1	1.2	3	2.0
39	COc1n[nH]c(C(=O)Nc2cc(Cl)ccc2Cl)c1[N+](=O)[O-]	6	-6	-1	9	-1	1	1.2	1	2.1
40	Cc1ccc(C(=O)Nc2ccccc2C(=O)N2CCOCC2)cc1[N+](=O)[O-]	-5	13	3	5	-12	-2	-0.9	1	1.8

Records listed so far marked active in S1P4 agonist.
| no. | smiles | NPY-Y2 PAM-ag | Wee1 stabilizer | S1P4 antagonist | eIF4E 4G PPI | PERK inhibitor | S1P4 agonist |
| --- | --- | --- | --- | --- | --- | --- | --- |
| 33 | Cc1ccc(/C=C/C(=O)NCc2ccc(S(N)(=O)=O)cc2)o1 | 10 | -3 | 11 | 0 | 0.5 | 12* |

Continued.
item	SMILES	MDM2 E3 inh	NPY-Y2 PAM-ag	Wee1 stabilizer	BaF3 tox	S1P4 antagonist	eIF4E 4G PPI	PERK inhibitor	Ba/F3 V617F tox	S1P4 agonist
41	CCCCCCCCS(=O)C1CS(=O)(=O)CC1O (centres undefined)	-10	-10	2	1	2	0	0.5	-3	1.1
42	CCOc1ccccc1-n1c(C)nc2cc(C(=O)O)ccc21	-5	-2	-3	8	-2	-4	0.8	3	-1.1
43	CCOC(=O)c1c(C2COc3ccccc3O2)csc1N (centres undefined)	-9	4	0	1	5	-3	-0.8	-3	3.0
44	Cc1cccn2cc(CCNC(=O)Cc3cccs3)nc12	0	11	-2	0	5	-5	0.3	-1	2.1
45	Cc1cccc(/C(N)=N/OC(=O)c2cccs2)c1	-18	-4	3	1	-5	-3	2.1	-5	-2.2
46	COc1ccc(SCC(=O)Nc2ccc(N3CCN(C)CC3)c(F)c2)cc1	-3	5	2	2	-7	1	0.0	-1	1.4
47	Cc1csc2nc(CNC(=O)CCC(=O)O)cn12	-3	4	1	8	-8	-1[fluorescence artefact?]	3.4*	-1	-0.1
48	Cc1ccc(C2=Nc3c(ccc4ccccc34)C(c3ccncc3)=NN2)cc1	-39	-8	0	-1	-20	2	-0.1	-8	-1.9
49	CC1(C)NC(=O)N(CCCOc2ccc3c(c2)CCC3)C1=O	2	6	1	-1	-16	-1	-0.2	-3	-2.3
50	Cc1ccccc1C(=O)/C=C1/SCC(=O)N1C	-10	11	1	5	-4	-1	1.6	3	0.9
51	CCN(CC)C(=O)C1CCCN(C/C=C/c2ccccc2)C1 (centres undefined)	-3	21	1	0	11	-1	0.2	-1	-0.2
52	Cc1nc(-c2nc(-c3c(C(=O)NNC(=O)Nc4cccc(Cl)c4)noc3C)cs2)cs1	-13	5	-1	3	11	8	-1.6	-1	1.6
53	Nc1nc(C(F)(F)F)cc(=O)[nH]1	-4	-18	3	-2	-2	1	2.0	1	-0.1
54	COc1cccc(C(=O)C2CN(c3ccccc3)CC2c2ccc(Cl)cc2)c1 (centres undefined)	-8	-10	2	1	-2	3	-0.3	-2	-0.5
55	O=C(Nc1nccs1)c1c(O)c2c([nH]c1=O)CCCC2	-17	6	0	2	1	4	1.9	-4	0.1
56	CC1CCCCN1C(=O)C12CCC(C)(/C(=N/O)C1)C2(C)C (centres undefined)	-1	9	0	1	-18	1	-0.2	-5	0.4
57	Cc1cc(=O)[nH]c2cc(O)ccc12	-8	2	-3	6	-9	1	0.7	-1	-0.8
58	COc1ccc(-c2cc(=O)[nH][nH]2)cc1	-1	-14	-1	7	-1	1	-1.2	4	6.4

Rewritten with one line to a screen: 6 of the compounds above.
53	Nc1nc(C(F)(F)F)cc(=O)[nH]1
54	COc1cccc(C(=O)C2CN(c3ccccc3)CC2c2ccc(Cl)cc2)c1 (centres undefined)
55	O=C(Nc1nccs1)c1c(O)c2c([nH]c1=O)CCCC2
56	CC1CCCCN1C(=O)C12CCC(C)(/C(=N/O)C1)C2(C)C (centres undefined)
57	Cc1cc(=O)[nH]c2cc(O)ccc12
58	COc1ccc(-c2cc(=O)[nH][nH]2)cc1
compound no.,53,54,55,56,57,58
MDM2 E3 inh,-4,-8,-17,-1,-8,-1
NPY-Y2 PAM-ag,-18,-10,6,9,2,-14
Wee1 stabilizer,3,2,0,0,-3,-1
BaF3 tox,-2,1,2,1,6,7
S1P4 antagonist,-2,-2,1,-18,-9,-1
eIF4E 4G PPI,1,3,4,1,1,1
PERK inhibitor,2.0,-0.3,1.9,-0.2,0.7,-1.2
Ba/F3 V617F tox,1,-2,-4,-5,-1,4
S1P4 agonist,-0.1,-0.5,0.1,0.4,-0.8,6.4

Screening results: PubChem, several laboratories
